Screens from PubChem.
GBA enhancer = enhancers of human beta-glucosidase activity in Gaucher fibroblasts. activation, % at 10 µM. P04062. L444P Gaucher fibroblasts, 4-MU-glucoside fluorescence, 3 days. AID 784. hit rate 0.44% among 30,000; in the data active = activation above about 65%;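 also: 0% = vehicle wells and 100% = positive control wells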
Target sequence (P04062 whole entry L483P): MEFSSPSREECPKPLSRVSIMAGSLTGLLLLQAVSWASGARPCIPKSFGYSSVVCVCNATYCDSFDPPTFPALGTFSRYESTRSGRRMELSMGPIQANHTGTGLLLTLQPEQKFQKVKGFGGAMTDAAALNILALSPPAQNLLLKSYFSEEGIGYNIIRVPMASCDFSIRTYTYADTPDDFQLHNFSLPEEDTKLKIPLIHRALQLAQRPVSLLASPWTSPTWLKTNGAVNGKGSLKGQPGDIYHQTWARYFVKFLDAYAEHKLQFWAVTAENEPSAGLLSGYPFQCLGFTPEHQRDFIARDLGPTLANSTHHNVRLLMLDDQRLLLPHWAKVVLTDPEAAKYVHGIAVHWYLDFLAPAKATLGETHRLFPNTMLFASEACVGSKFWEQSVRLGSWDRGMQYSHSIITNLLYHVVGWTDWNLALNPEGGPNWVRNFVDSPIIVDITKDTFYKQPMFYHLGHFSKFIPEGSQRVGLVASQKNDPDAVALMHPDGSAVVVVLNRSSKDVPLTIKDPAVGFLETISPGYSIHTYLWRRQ
Starred values were filed as active, the others as inactive.

| SMILES | GBA enhancer |
| --- | --- |
| O=C1CC(Cc2ccc(Cl)cc2)C(=O)N1c1ccccn1 (stereo unspecified) | 26.8 |
| CC1CCCCN1C(=O)c1ccc(S(=O)(=O)N2CCCCC2C)cc1 (stereo unspecified) | -16.8 |
| Cn1c(=O)[nH]c(=O)c2c1nc(SCCN1CCCCC1)n2CCCc1ccccc1 | -7.6 |
| COc1ccc(CCN2CNc3c(c(=O)n(C)c(=O)n3C)C2)cc1 | 3.7 |
| CC(=O)N1CCN(CCN(CC2C(C)C=C(C)CC2C)C(C)=O)CC1 (stereo unspecified) | 9.2 |
| CC1Cc2ccccc2N1C(=O)CSc1nnc(CNc2ccccc2)o1 (stereo unspecified) | -2.5 |
| O=C(c1ccco1)c1nnn(Cc2ccccc2)c1-c1ccccc1 | -13.8 |
| O=C(Nc1cc(=O)c2ccccc2o1)N1CCCCC1 | 0.6 |
| CCOC(=O)CSc1nncc2ccc(OC)c(OC)c12 | -39.2 |
| Cc1cccc2cc(C(c3nnnn3CC3CCCO3)N3CCOCC3)c(=O)[nH]c12 (stereo unspecified) | -7.2 |
| CCCCOC(=O)Nc1nccs1 | 6.1 |
| O=C(OCCN1CCCC1)C1(c2ccccc2)CCCC1 | -26.4 |
| Cc1ccc(N2CCCCn3c2nc2c3c(=O)n(CC(=O)O)c(=O)n2C)cc1 | -17.6 |
| O=C(CS(=O)(=O)Cc1ccccc1)NCC1CCCO1 (stereo unspecified) | -21.1 |
| CSc1nc(N2CCOCC2)c2c(c1C#N)CCCCC2 | -1.0 |
| FC(F)(F)c1cccc(N2CCN(Cc3ccoc3)CC2)c1 | -0.6 |
| CCn1ncc(Br)c1C(=O)N(C)C12CC3CC(CC(C3)C1)C2 | -33.4 |
| CCCn1c(C(O)c2ccc3c(c2)OCO3)nc2ccccc21 (stereo unspecified) | -10.3 |
| Fc1ccc(-c2cc(C(F)(F)F)nc(-n3cncn3)n2)cc1 | -8.6 |
| COc1ccc(F)c(C2C(C#N)=C(N)Oc3n[nH]c(C(C)(C)C)c32)c1 (stereo unspecified) | 37.2 |
| O=C(Nc1ccc(S(=O)(=O)N2CCc3ccccc32)cc1)c1ccco1 | -42.8 |
| CCC(CC)C(=O)NCCc1cc2ccc(OC)cc2[nH]c1=O | -45.5 |
| COc1ccc(N/C=C2/CCCCC2=O)cc1 | -38.3 |
| O=C(O)c1cnc2ccccc2n1 | -9.1 |
| COc1ccc(C(=O)N2c3ccccc3CC2C)cc1OC (stereo unspecified) | -6.8 |
| O=C(NCCO)c1scc2c1OCCO2 | -12.6 |
| CCOC(=O)c1ccc(CC(=O)c2oc3cc(O)ccc3c2C)o1 | 6.9 |
| O=C(Nn1c(-c2ccccc2)nc2ccccc2c1=O)c1ccco1 | -3.2 |
| CC(=O)N1CC2(C)CN(C(C)=O)CC(C)(C1)C2O (stereo unspecified) | -5.2 |
| O=C(CN(C1CCCCC1)S(=O)(=O)c1ccc(Cl)cc1)NCc1ccncc1 | 2.4 |
| CCc1nnc(NC(=O)C2CCCN2S(=O)(=O)c2ccc(F)cc2)s1 (stereo unspecified) | -30.0 |
| COc1ccc(NC(=O)CCn2cccc2)cc1 | -1.6 |
| Cc1n[nH]c(C)c1S(=O)(=O)N1CCC(C(=O)O)CC1 | -6.7 |
| Cc1ccc(C)n1-c1cccc(C(=O)O)c1 | 1.1 |
| CC1CN(C(=O)c2cccs2)CCN1C(=O)c1cccs1 (stereo unspecified) | -6.7 |
| CCOC(=O)C1CCN(C(=O)c2cccc(Cl)c2)CC1 | -8.9 |
| CCc1nc2c3cnn(-c4cc(Cl)ccc4C)c3ncn2n1 | 8.0 |
| CCOC(=O)c1c(C)n(C)c2ccc(OCC(O)Cn3c(C)nc4ccccc43)cc12 (stereo unspecified) | 13.6 |
| CC1CCCC(C)N1C(=O)CSc1nnc(-c2c[nH]c3ccccc23)o1 (stereo unspecified) | 20.9 |
| COc1ccc(OCC(=O)N2CCN(C(=O)COc3ccccc3)CC2)cc1 | 15.7 |
| CCN(CC)C(=O)CSC1=Nc2ccccc2C2=NC(Cc3c[nH]c4ccccc34)C(=O)N12 (stereo unspecified) | -5.1 |
| CCn1c2ccccc2c2nn(C)c(=N)nc21 | -2.2 |
| CN1C(=O)CSc2ccc(NC(=O)N3CCOCC3)cc21 | -74.3 |
| Cc1cccc(N2CCN(C(=O)CSCc3c(C)noc3C)CC2)c1C | -17.1 |
| CCn1c(CNC(=O)c2ccc(OC)c(OC)c2)nnc1SCC(=O)Nc1ccccc1 | -34.9 |
| CCOC(=O)C1CCN(C(=O)CN(c2ccc3c(c2)OCO3)S(C)(=O)=O)CC1 | -2.4 |
| CCC1CCCCN1Cc1nc2c(c(=O)n(C)c(=O)n2C)n1CC(C)C (stereo unspecified) | 8.9 |
| CCCCn1c(Cc2ccccc2)n[nH]c1=S | 6.8 |
| O=C(NCc1ccc2c(c1)OCO2)c1ccc(-n2cnnn2)cc1 | -2.8 |
| COc1ccccc1NC(=O)C1=C(C)NC2=C(C(=O)CCC2)C1c1ccc2c(c1)OCO2 (stereo unspecified) | -26.9 |

Grouped by structure, the compounds so far containing a Cl atom.
| SMILES | GBA enhancer |
| --- | --- |
| O=C1CC(Cc2ccc(Cl)cc2)C(=O)N1c1ccccn1 (stereo unspecified) | 26.8 |
| O=C(CN(C1CCCCC1)S(=O)(=O)c1ccc(Cl)cc1)NCc1ccncc1 | 2.4 |
| CCOC(=O)C1CCN(C(=O)c2cccc(Cl)c2)CC1 | -8.9 |
| CCc1nc2c3cnn(-c4cc(Cl)ccc4C)c3ncn2n1 | 8.0 |

Next part.
| SMILES | GBA enhancer |
| --- | --- |
| CCN(CC)S(=O)(=O)c1ccc2oc(C(=O)O)c(C)c2c1 | -6.2 |
| COc1ccc(-c2cc(C(F)(F)F)n3ncc(C(=O)O)c3n2)cc1OC | -14.4 |
| COc1ccc(OCCC(=O)N2CCCCC2)cc1 | 0.5 |
| CCOC(=O)c1[nH]c2ccc(OCC)cc2c1NC(=O)CN1CCN(c2ccccn2)CC1 | -10.2 |
| CCc1noc(C)c1C(=O)Nc1ncc(C)s1 | -11.5 |
| Cc1ccc(-c2ccc(=O)n(CCC(=O)NCc3ccccn3)n2)cc1 | 8.5 |
| COc1cc(NC(=O)C2CCN(S(=O)(=O)c3cccnc3)CC2)cc(OC)c1OC | -47.0 |
| COc1cccc(C(=O)CSc2nnc(CNc3nc(-c4ccccc4)cs3)n2C)c1 | -23.4 |
| O=C(CSc1nnc(Cc2ccccc2)o1)N1CCc2ccccc21 | 3.6 |
| O=C(O)CCC(=O)N1CCN(c2ccc(C(=O)c3ccc(F)cc3)cc2)CC1 | -9.0 |
| O=C(CSc1nnc(-c2ccccn2)n1Cc1ccco1)c1ccc(Cl)cc1 | 0.0 |
| CCN(CC)S(=O)(=O)c1cccc(-c2nnc(SCC(=O)c3ccc(Cl)s3)n2C)c1 | 17.9 |
| Cc1onc(-c2c(F)cccc2Cl)c1C(=O)OCC(=O)NCc1ccco1 | -2.5 |
| Cc1c(C)c2c(C)[nH]nc2oc1=O | 2.8 |
| CCc1c(C)nc2ncnn2c1N1CCCC(C(=O)NCCc2ccc(OC)cc2)C1 (stereo unspecified) | -4.0 |
| Cn1cc(C(=O)NCCN2CCN(c3ccccc3F)CC2)c2c3ccccc3n(C)c2c1=O | 28.4 |
| CCN(CCCNC(=O)C1CCN(S(=O)(=O)CC)CC1)c1ccccc1 | 33.2 |
| Cc1n[nH]c(C)c1S(=O)(=O)N1CCCC(C(=O)NCc2cccs2)C1 (stereo unspecified) | 6.7 |
| COc1ccc2[nH]c(=O)c(CN(Cc3nnnn3CCc3ccccc3)CC3CCCO3)cc2c1 (stereo unspecified) | -38.1 |
| CCOC(=O)C1CCN(C(=O)Cc2c(C(=O)O)n(C)c3ccccc23)CC1 | -6.0 |
| CCOCCCNC(=O)C1CCCN(S(=O)(=O)CC)C1 (stereo unspecified) | -16.7 |
| CCOc1cccc(C(=O)NC2CCCCC2)c1 | -53.4 |
| CN(c1ccccc1C(=O)Nc1ccc2c(c1)OCCO2)S(C)(=O)=O | 19.9 |
| COCCCNC(=O)c1cn(C)c(=O)c2cc(OC)c(OC)cc12 | -65.8 |
| COc1ccc(-n2cnnc2SCc2ncc(-c3ccccc3)o2)cc1 | -7.7 |
| CCCS(=O)(=O)N1CCC(C(=O)NCCCN(CC)c2cccc(C)c2)CC1 | -35.3 |
| COc1ccc(N(C(=O)Cn2nnc3ccccc32)C(C(=O)NCc2ccco2)c2ccc(C)o2)cc1 (stereo unspecified) | 19.7 |
| Cc1cc(NC(=O)c2cc(S(=O)(=O)N3CCCCC3)ccc2C)n(-c2ccccn2)n1 | -9.3 |
| CCOC(=O)c1c(C)[nH]c(C(=O)COC(=O)C2CC(=O)N(Cc3ccccc3)C2)c1C (stereo unspecified) | -8.6 |
| Cc1ccc(C(=O)OCc2cc3ccccc3[nH]c2=O)cc1 | 5.4 |
| COC(=O)c1cc(S(=O)(=O)NC2CCN(Cc3ccccc3)CC2)cn1C | 4.0 |
| C=CCNC(=O)CNS(=O)(=O)c1ccc(F)cc1 | -33.4 |
| CCOC(=O)/C=C1\SCC(=O)N1Cc1ccc(Br)cc1 | -31.5 |
| COCCSc1ccccc1C(=O)N1CCCC1 | -4.6 |
| c1ccc(CNCCN2CCNCC2)nc1 | 2.4 |
| CCN(C(=O)c1ccccc1Cl)c1ccccc1 | 6.5 |
| Cc1ccc(CN2C(=O)CCC2C(=O)NC2CC2)cc1 (stereo unspecified) | 1.2 |
| O=C(Nc1ccccc1O)c1cc(S(=O)(=O)N2CCOCC2)ccc1Cl | 4.3 |
| Cc1ccc(CNC(=O)Cn2ccc3ccccc3c2=O)o1 | -40.3 |
| CCOC(=O)C(C(C)=O)c1c(Br)c(O)c(O)c2c(C(=O)c3ccc(C)cc3)coc12 (stereo unspecified) | 7.0 |
| NC(=O)c1cccc2c(=O)oc3ccccc3c12 | 1.8 |
| CSc1nc2ccccc2n1CC(=O)Nc1c(C)n(C)n(-c2ccccc2)c1=O | -12.2 |
| Cc1onc(-c2ccccc2)c1C(=O)Nc1nc(-c2ccc(F)c(F)c2)cs1 | -13.1 |
| O=C(NCCCN1CCN(c2cccc(Cl)c2)CC1)C1CCC(=O)N1Cc1ccccc1Cl (stereo unspecified) | -25.1 |
| COc1ccccc1-n1c(SCC(=O)N2CCOCC2)nc(O)c(Cc2ccccc2)c1=O | 6.5 |
| CCS(=O)(=O)N1CCCC(C(=O)NCCN2CCC(Cc3ccccc3)CC2)C1 (stereo unspecified) | -0.8 |
| CCOC(=O)CSc1nnc(-c2ccco2)n1-c1ccc(C)cc1 | -13.2 |
| O=C(CC1Nc2ccccc2NC1=O)NCc1cccnc1 (stereo unspecified) | -9.7 |
| COc1cc2[nH]c(=S)nc(NCC3CCCO3)c2cc1OC (stereo unspecified) | 14.2 |
| C(=C\CSc1ncn[nH]1)/CSc1ncn[nH]1 | -5.3 |

Another view of some results above.
SMILES: COc1cc2[nH]c(=S)nc(NCC3CCCO3)c2cc1OC (stereo unspecified)
  GBA enhancer: 14.2

SMILES: COc1ccccc1-n1c(SCC(=O)N2CCOCC2)nc(O)c(Cc2ccccc2)c1=O
  GBA enhancer: 6.5

Additional structures follow.
| SMILES | GBA enhancer |
| --- | --- |
| Cc1ccc(NC(=O)COC(=O)C2=COCCO2)cc1 | 11.3 |
| COc1cc(NS(=O)(=O)c2ccc(C)cc2C)cc(OC)c1OC | -5.6 |
| CS(=O)(=O)N1CCN(c2nc3ccccc3s2)CC1 | -3.2 |
| Cc1ccccc1-n1nc2c(c1NC(=O)c1cc3ccccc3oc1=O)CS(=O)(=O)C2 | -69.6 |
| CCOc1ccccc1N1CCN(S(=O)(=O)c2ccc(F)c(F)c2)CC1 | -6.7 |
| COC(=O)c1ccc(OCC2c3cc(OC)c(OC)cc3CCN2C(=O)C2CC2)cc1 (stereo unspecified) | -70.0 |
| CCCCN(CC)C(=O)CSc1cc(=O)n(C)c2ccccc12 | -13.7 |
| COc1ccc(N(C)C(=O)CCS(=O)(=O)c2cccc3nonc23)c(OC)c1 | -1.3 |
| COc1ccc(O)c(-c2c(-c3ccc(Cl)cc3)n[nH]c2C)c1 | 18.0 |
| CCOc1ccc2cc(C#N)c(SCC(=O)N3CCCC3)nc2c1 | -24.2 |
| Cc1ccccc1NS(=O)(=O)c1ccc2[nH]cc(C(=O)NCCCN3CCOCC3)c(=O)c2c1 | -39.1 |
| CN(CC(=O)Nc1sccc1C#N)C1CCCCC1 | -37.4 |
| O=C(NCc1ccncc1)Nc1ccc(F)cc1 | -23.3 |
| COc1cccc(S(=O)(=O)NCc2ccc(C(=O)NCc3ccco3)cc2)c1 | -15.5 |
| CC(C)CCNC(=O)C1CCN(c2nc3ccccc3o2)CC1 | -5.1 |
| O=C(Nc1cccnc1)c1ccccc1Oc1ccccc1 | -0.6 |
| CCNc1nc(NC(C)(C)C)nc(N(C#N)CC)n1 | 5.6 |
| COc1ccc(CC(CC(=O)O)C(=O)Nc2ccccc2)cc1 (stereo unspecified) | -0.2 |
| COc1ccc(/C=N/n2cnnc2)cc1COc1ccccn1 | 4.0 |
| CCCCSc1nnc(-c2cc(Br)ccc2N)c(=O)[nH]1 | 4.5 |
| CC(NC(=O)c1csc2ccccc12)C1CCCO1 (stereo unspecified) | -7.7 |
| CSc1ccccc1NC(=O)COc1ccc(S(=O)(=O)N2CCCC2)cc1 | 1.4 |
| CCSc1nnc2c(n1)OC=Nc1ccc(Br)cc1-2 | -2.8 |
| Cc1cc(N2CCN(c3ccccn3)CC2)n2c(nc3ccccc32)c1C#N | 16.9 |
| COC(=O)Nc1ccc(OCc2ccccc2)cc1 | -11.4 |
| O=S(=O)(NCCC1=CCCCC1)c1cccc2nsnc12 | -9.7 |
| Cc1ccc(C2C(C#N)=C(N)SC(N)=C2C#N)c(C)c1 | 1.5 |
| CC(C)(C)OC(=O)N1CCCC1C(=O)NC(Cc1ccccc1)C(=O)O (stereo unspecified) | 3.7 |
| O=c1c2cn[nH]c2nc(SCc2ccc3c(c2)OCCO3)n1-c1ccccc1 | -12.1 |
| Cc1nc2cc(NC(=O)N3CCN(c4ccccn4)CC3)ccc2o1 | 0.9 |
| Cc1nnc(SCC(=O)Nc2cc(C(F)(F)F)ccc2N2CCOCC2)o1 | 3.6 |
| COc1ccc(S(=O)(=O)CCC(=O)N2CC(=O)N(CCc3ccccc3)C(=O)C2)cc1 | -40.6 |
| Cc1ccc(C(=O)c2coc3ccc(O)c(CN4CCN(C)CC4)c23)cc1 | -82.5 |

The list is partial; count on the stated rates, not on these rows.
